Screens deposited in PubChem by National Center for Advancing Translational Sciences (NCATS).
FUS suppressor = rescues growth of FUS-expressing yeast. S. cerevisiae FUS-expressing, growth rescue, OD600, 24 h. actives 0.24% (n = 390,000). Potency, µM (top dose mostly 76.6 µM), inactives show at the top dose growth rescue (activation), most hits filed as activators; active = well fitted activation curve with a large enough effect; inconclusive = small, poorly fitted or top-dose-only effect; inactive = no such curve, though single readings can be large or run the other way;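 note: plate controls were DMSO vehicle for no effect and reference control for full effect; nearly all actives have a fitted effect of over 55% in size; some results filed as inactive show a strong effect at the top dose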
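Quantitative HTS measuring growth restoration of FUS-toxic yeast. Galactose-induced cells (OD 0.005) were exposed 24hr at 30C to compounds at several concentrations, then absorbance at 600 nm was recorded.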
Numbers without * were called inactive; ? = inconclusive. Potency is the fitted concentration of half-maximal effect. Only part of the results is shown; the hit share may differ from the screen's.

Compound | FUS suppressor
COc1ccc(CNC2CCC23CCCCC3)cc1OC (stereo unspecified) | -7%
Nc1[nH]c(C(=O)c2ccccc2)c(-c2ccccn2)c1C(=O)c1c[nH]c2ccc(Br)cc12 | ?
O=C1CSc2ccc(C(=O)N3CCCC(C(=O)N4CCN(c5ccc(F)cc5)CC4)C3)cc2N1 (stereo unspecified) | 44%
O=c1c2ccccc2[nH]n1[C@@H](Cc1ccccc1)Cn1cc(-c2ccc(-c3ccccc3)cc2)nn1 | ?
Fc1ccc(-c2cc(-c3nnc4sc(-c5cccs5)nn34)[nH]n2)cc1 | 13%
c1coc(CCNc2ncnc3ccc(-c4ccc5c(c4)OCO5)cc23)c1 | ?
O=C(Cn1c(-c2cncs2)nc2ccccc21)N1CCOCC1 | -10%
COC(=O)[C@H]1C[C@]2(C/C=C(\C)CCC=C(C)C)c3ccccc3N[C@H]2N1 | 14%
CCC[C@H]1[C@@H](NC(=O)C(c2ccccc2)c2ccccc2)CC[C@@]23CCCN2C(=O)CCC[C@@H]13 | 35%
O=C(Nc1ccccc1[N+](=O)[O-])NC1CCCCN(Cc2cccc(Cl)c2)C1=O (stereo unspecified) | -19%
COC(=O)[C@]12C[C@H](CC(=O)N3CCN(C(=O)C4CC4)CC3)C(=O)N(Cc3ccco3)C1=C[C@H](C(C)C)O[C@@H]2C1CC1 | 23%
COc1cc(NC(=O)C2CCCN(S(=O)(=O)c3cccc4cccnc34)C2)cc(OC)c1 (stereo unspecified) | ?
Cc1ccc(C(=O)N2CCC(Oc3cccnc3)CC2)cc1 | -16%
COC(=O)c1cccc(Cn2ccc3ccc(-c4ccc5ccn(C(=O)c6cccc(OC)c6)c5c4)cc32)c1 | ?
C[C@H]1C2CC(OC(=O)Nc3ccc(C#N)cc3)C(C2)[C@H]2CCCCN21 (stereo partly specified) | -11%
Cc1ccccc1C(=O)N1CCC(Oc2cccnc2)CC1 | -9%
COC(=O)[C@]12C[C@H](CC(=O)NCc3cccc4ccccc34)C(=O)N(Cc3ccco3)C1=C[C@H](C(C)(C)C)O[C@@H]2C | ?
c1nc(NCC2CCCC2)c2cc(-c3ccc4c(c3)OCO4)ccc2n1 | 5%
COc1ccccc1COC(=O)c1cccc(S(=O)(=O)N(C)Cc2ccccc2)c1 | 19%
O=C(C1CCCN1S(=O)(=O)c1ccc([N+](=O)[O-])cc1)N1CCN(c2ccccc2)CC1 (stereo unspecified) | -13%
COc1ccc(C2C(C(=O)Nc3ccc(Cl)c(Cl)c3)CCC(=O)N2c2ccc(OC)cc2)cc1 (stereo unspecified) | -2%
COc1ccc(N2CCN(CCCNC(=O)Cc3ccc(C(F)(F)F)cc3)CC2)cc1 | -3%
Cc1ccccc1Cn1cc(COC(=O)NCCc2ccccc2)nn1 | 0%
c1ccc2[nH]c(COCc3nc4ccccc4[nH]3)nc2c1 | -15%
CC[C@@H](OP(=O)(O)[C@@H](C)N)C(=O)O | -17%
Cc1ccc(-c2nnc(SCC(=O)Nc3ccc4c(c3)OCCO4)n2-c2ccc(Cl)cc2)cc1 | 1%
O=C(CCn1nnc(-c2cccs2)n1)NCc1cccs1 | -12%
CC(C)(C)OC(=O)NCc1ccccc1/C=C/S(=O)(=O)NCCc1ccccc1 | 30%
O=C1CCC[C@H]2C[C@H](NCc3ccc(Cl)c(C(F)(F)F)c3)CC[C@]23CCCN13 | 11%
COc1ccc(CN(CCN2CCOCC2)C(=O)c2cc(F)ccc2C)cc1OC | -20%

Of the compounds above, 7 have an aryl methoxy group:
Compound | FUS suppressor
COc1ccc(CNC2CCC23CCCCC3)cc1OC (stereo unspecified) | -7%
COc1cc(NC(=O)C2CCCN(S(=O)(=O)c3cccc4cccnc34)C2)cc(OC)c1 (stereo unspecified) | ?
COC(=O)c1cccc(Cn2ccc3ccc(-c4ccc5ccn(C(=O)c6cccc(OC)c6)c5c4)cc32)c1 | ?
COc1ccccc1COC(=O)c1cccc(S(=O)(=O)N(C)Cc2ccccc2)c1 | 19%
COc1ccc(C2C(C(=O)Nc3ccc(Cl)c(Cl)c3)CCC(=O)N2c2ccc(OC)cc2)cc1 (stereo unspecified) | -2%
COc1ccc(N2CCN(CCCNC(=O)Cc3ccc(C(F)(F)F)cc3)CC2)cc1 | -3%
COc1ccc(CN(CCN2CCOCC2)C(=O)c2cc(F)ccc2C)cc1OC | -20%

(cont.)
Compound | FUS suppressor
O=C(CSc1nnc(-c2ccc(Cl)cc2)n1-c1ccccc1)Nc1ccc2c(c1)OCCO2 | -10%
CC(=O)N1CCCN(C(=O)CN2C(=O)CC(C)(C)S(=O)(=O)c3ccccc32)CC1 | -22%
CCOC(=O)C1(Cc2ccccc2)CCN(Cc2ccc(C)cc2)CC1 | 1%
COc1ccc(-n2c(SCC(=O)Nc3ccc(Oc4ccccc4)cc3)nnc2-c2ccccc2)cc1 | 3%
Cc1ccc(NC(=O)CN2CCN(c3nc(-c4ccccc4)cs3)CC2)cc1C | 40%
CC(C)CNC(=O)CC1Oc2ccccc2NC1=O (stereo unspecified) | -1%
O=C(Nc1cccc(C(F)(F)F)c1)OCCCN1CCC2(CCC(c3ccccc3)CC2)C1=O (stereo unspecified) | 35%
O=C(CSc1nnc(SCc2cccc3ccccc23)s1)Nc1ccc(Oc2ccccc2)cc1 | 4%
CCCNC(=O)C[C@H]1CC[C@H]2[C@@H](COc3ccc(NC(=O)Nc4ccccc4)cc3C(=O)N2C)O1 | 5%
COc1cccc(OC)c1NC(=O)OCCN1CCCC12CCC(c1ccccc1)CC2 (stereo unspecified) | 15%
c1ccc(-c2ccc(C3=Nn4c(nnc4-c4ccncc4)SC3)cc2)cc1 | 5%
COC(=O)[C@]12C[C@H](CC(=O)NCCc3ccccc3OC)C(=O)N(Cc3ccccc3)C1=C[C@H](COCc1ccccc1)O[C@@H]2C | 42%
O=C(N[C@@H]1C[C@@H]2O[C@@H](CO)CC[C@@H]2O[C@@H]1CCc1ccc(-c2ccccc2)cc1)c1cnccn1 | ?
COc1ccc(-n2c(SCC(=O)NCCCSC)nnc2-c2ccncc2)cc1 | 28%
Cc1ccccc1C1CCC2(CC1)CCN(CC[C@@H](O)c1ccccc1)C2=O (stereo partly specified) | 40%
C#CCN(C1CC1)S(=O)(=O)c1ccccc1Br | 14%
COC(=O)[C@H]1C[C@@]2(n3ccc4ccccc43)c3ccccc3N[C@H]2N1 | 8%
CC(=O)N1CCc2cc(S(=O)(=O)NC3CCN(C(=O)OCc4ccccc4)CC3)ccc21 | ?
O=C(NCCN1CCC(Cc2ccccc2)CC1)C1CCCN(S(=O)(=O)c2ccccc2)C1 (stereo unspecified) | 12%
Cc1cccc(NC(=O)Nc2c(-c3ccc(C(F)(F)F)cc3)nc3ncccn23)c1 | 1%
COC(=O)[C@]1(CNC(C)=O)CC(=O)N(C)[C@@H]1c1ccccc1 | -22%
CCN(C)C(=O)CNc1nnnn1-c1ccccc1 | -14%
COCCCNC(=O)C1CCN(S(=O)(=O)c2ccc3[nH]c(=O)oc3c2)CC1 | 18%
COc1ccc(OC)c(S(=O)(=O)N2CCCCC2C(=O)N2CCN(c3ccccc3F)CC2)c1 (stereo unspecified) | ?
CC(=O)CC[C@H]1CC[C@]2(CCCN(C(=O)C3CCCCC3)C2)O1 | -15%
O=C(C1CCC1)N1CCc2cc(S(=O)(=O)C3CCN(Cc4ccc(F)cc4)CC3)ccc21 | 8%
COc1ccc(S[C@]2(C(=O)N3CCOCC3)CC(=O)N(P(=O)(OC)OC)[C@@H]2c2ccc(OC)cc2)cc1 | 13%
Cc1nn(-c2ccccc2)c2sc(C(=O)NC3CCCCCC3)cc12 | 3%
Cc1ccc(CN2CCCCC(NC(=O)c3ccc(Br)cc3)C2=O)cc1 (stereo unspecified) | 41%
C=CCN1[C@H](Cc2ccccc2)COc2cc(N3CCSCC3)ccc2S1(=O)=O | ?
COC(=O)[C@]12C[C@H](CC(=O)N3CCSCC3)C(=O)N(Cc3ccc(Cl)cc3Cl)C1=C[C@H](C(C)C)O[C@@H]2C1CC1 | 39%
Cc1cc2c(s1)c1cnn(Cc3ccc(F)cc3F)c(=O)c1n2C | 5%
Cc1ccc(C)c(NC(=O)[C@@H]2CCCN2S(=O)(=O)c2cccc3cccnc23)c1 | 2%
CCOc1ccc(-n2c(SCC(=O)Nc3cc(C)c(NC(=O)c4ccccc4)cc3OC)nnc2-c2ccncc2)cc1 | ?
O=C(Cc1ccccc1)Nc1nnc(-c2cccnc2)s1 | -13%
C#CCNC(=O)C[C@H]1C[C@@]2(C(=O)OC)C(=C[C@H](C(C)C)O[C@@H]2C2CC2)N(CCCCCCCC)C1=O | ?
c1ccc(CCSc2nnc(-c3cccnc3)n2Cc2ccccc2)cc1 | 18%
CCOC(=O)CC[C@H]1CC[C@]2(CCCN(S(=O)(=O)C3CCCCC3)C2)O1 | 7%
C/C(C=NNC(=O)CSc1nc2ccccc2n1Cc1ccccc1Cl)=C\c1ccccc1 | -7%
CCCC1CCC2(CC1)CCC2OC(=S)NCc1ccc(Cl)cc1 (stereo unspecified) | -8%
O=C(c1cccc(F)c1)n1ccc2ccc(-c3ccc4ccn(Cc5ccccc5)c4c3)cc21 | 27%
C[C@H](CCC(=O)N(c1ccccc1)c1ccccc1)CC1CCCCC1 | 44%
COC(=O)[C@]12C[C@H](CC(=O)NCC3CCCCC3)C(=O)N(Cc3cccc4ccccc34)C1=C[C@H](C1CCCC1)O[C@@H]2C | 32µM*
O=C1C(=O)N(Cc2ccc(-c3ccc(Cl)nc3)cc2)c2ccc(OC(F)(F)F)cc21 | -6%
COc1cccc(O[C@H]2C=C[C@@H](c3ccccc3)O[C@@H]2CO)c1 | 1%
CN1CCCC1CCSc1ncccc1-c1nc2ccccc2[nH]1 (stereo unspecified) | -2%
C=CCN1C(=O)[C@@H](CC(=O)NCCCCc2ccccc2)[C@]2(C(=O)OC)CCCCC=C12 | 32%
Cc1ccc2c(c1)N(CCCC(=O)N(C)Cc1ccc(F)cc1)C(=O)CO2 | 21%
CC1CCN(c2ccc(C(=O)O)cc2NS(=O)(=O)c2cccc3cccnc23)CC1 | 8%
C=CCN1C(=O)[C@@H](CC(=O)NCCC(C)C)[C@]2(C(=O)OCC)CCCCC/C=C/12 | ?

Going on with the list:
Compound | FUS suppressor
COc1cccc(N(C)C(=O)[C@@H](C2CC2)[C@@H](O)c2ccc(Cl)cc2)c1 | 7%
COc1ccccc1CCC[C@@H](CCS(=O)(=O)C(C)C)CC1CCCCC1 | 28%
NC(=O)C1CCN(c2nc(-c3ccc4c(c3)OCCCO4)cs2)CC1 | 25µM*
C[C@H](NS(=O)(=O)c1ccc([N+](=O)[O-])cc1)C(=O)NCCNC(=O)[C@@H](C)NS(=O)(=O)c1ccc([N+](=O)[O-])cc1 | -1%
CCOC(=O)CC[C@@]1(C(=O)OCC)C[C@@H](CC(=O)N2CCCC2)C(=O)N2CCCC=C21 | -15%
CC(=O)CC[C@@H]1CC[C@]2(CCCN(C(=O)C(C)(C)C)C2)O1 | -18%
O=C(Nc1cccc(F)c1)OC1CC2CC1[C@H]1CCCCN1[C@H]2Cc1ccccc1 (stereo partly specified) | 7%
CN1CCCN(C(=O)C2CCN(c3ncnc4c3sc3cccc(F)c34)CC2)CC1 | -12%
O=C(NCc1ccccc1)OCCN1C(=O)CCC12CCCCC2 | -13%
O=C1N2Cc3ccccc3C2CS(=O)(=O)N1Cc1ccccc1 (stereo unspecified) | 15%
Cc1ccccc1NC(=O)C1CCN(c2ncccn2)CC1 | 2%
CC1CCN(c2ccc(C(=O)O)cc2NS(=O)(=O)c2ccc(F)cc2)CC1 | -8%
O=C(CSc1nnc(-c2cccs2)o1)c1ccc2c(c1)OCO2 | 3%
CSCCCNc1nc(C)nc2c1nnn2Cc1ccccc1 | 17%
C[C@H]1C2CC(OC(=O)Nc3ccc(F)cc3)C(C2)[C@H]2CCCCN21 (stereo partly specified) | 9%
CN[C@H]1C[C@H]2c3[nH]c4cccc(-c5ccc6c(c5)OCO6)c4c3CCN2C[C@H]1[C@H](C)O | -11%
Cc1ccc(C(=O)CSc2nnc(-c3ccccn3)n2-c2ccccc2)cc1 | 22%
COC(=O)[C@]12C[C@H](CC(=O)NCc3ccccc3)C(=O)N(CCc3ccc(OC)c(OC)c3)C1=C[C@H](C1CCCC1)O[C@@H]2C | ?
O=C(OC12CCCN(C1)/C(=C/c1ccc(Cl)cc1)C2)c1ccno1 (stereo unspecified) | -8%
Cn1cccc1CC(=O)NN=C/C=C\c1ccco1 | 48%
COC(=O)[C@@]12CCCCC=C1N(CCc1ccc(Cl)cc1)C(=O)[C@H]2CC(=O)NCc1cccc2ccccc12 | 44%
C=CCn1c(COc2ccccc2)nnc1SCC(=O)c1ccc(OC)cc1 | 26%
O=C(CSc1nnc(-c2ccccc2)n1-c1ccc(Cl)cc1)Nc1ccc2cn[nH]c2c1 | -2%
CCOC(=O)[C@@]12CCCC3=C1N(CCC3)C(=O)[C@H]2CC(=O)NCCCCc1ccccc1 | -11%
N#CN1CCC(NS(=O)(=O)c2cccc(C(F)(F)F)c2)CC1 | -11%
COC(=O)[C@]12C[C@H](CC(=O)N3CCCCC3)C(=O)N(Cc3ccccc3)C1=C[C@H](COCc1ccccc1)O[C@@H]2C | 33%
COC(CNC(=O)[C@H](Cc1c[nH]c2ccccc12)NC1(C(=O)NCc2ccccc2)CCCCC1)OC | 10%
CN(Cc1ccccc1)C(=O)OCc1cn(Cc2cc(F)cc(F)c2)nn1 | 1%
COc1ccc(CCNC(=O)c2cnn(-c3ccccc3)c2N)cc1OC | -14%

2 entries picked at random from those above:
Compound | FUS suppressor
COC(=O)[C@@]12CCCCC=C1N(CCc1ccc(Cl)cc1)C(=O)[C@H]2CC(=O)NCc1cccc2ccccc12 | 44%
CN(Cc1ccccc1)C(=O)OCc1cn(Cc2cc(F)cc(F)c2)nn1 | 1%
